Lipid storage S3: qHTS Assay for Lipid Storage Modulators in Drosophila S3 Cells. Drosophila S3 cells, BODIPY lipid droplet fluorescence, 18-24 h; cells fed with added oleic acid. lipid storage change, negative = inhibition, % at the top dose, mostly 46.1 µM; hits show Potency in µM. 0.64% of 320,000 active; active means well fitted inhibition curve with a large enough effect in the signal ratio, with a control signal flat, not every such curve was filed as active; inconclusive means small, poorly fitted or top-dose-only effect, or effect the other way, or a change in a side signal; the % refers to the signal ratio
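Drosophila S3 cells loaded with oleic acid (400 uM, as added) and compounds at several concentrations; lipid droplets imaged by 488-nm laser-scanning cytometry, 500–530 nm intensity and object ratio to cell channel. Percent activity normalized to 20 uM Triacsin C.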
Lipid storage S3 cell count max: further read-out of Lipid storage S3, marked with its call; cell number change, %; measured here: cell count max response;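 cells counted by Cell Tracker Red CMTPX staining in the red channel; peak over a dose series mostly up to 46.1 µM; percent activity relative to internal control wells on each plate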
The depositor's hits bear a star; i = inactive; ? = inconclusive; . = not tested or not shown. On the % scale 0 is the no-effect control and ±100 the full control effect; potency means the concentration at half of the fitted maximal effect. Only part of the results is shown; the hit share may differ from the screen's.

SMILES	Lipid storage S3	Lipid storage S3 cell count max
Cn1nccc1C(=O)N/N=C/c1ccccc1[N+](=O)[O-]	-15%	8
CC(C)(C)OC(=O)N1CCC(c2c(C(=O)NC3CC3)cnn2-c2ccc(Cl)cc2)CC1	?	.
CCCC(=O)N/C(N)=N/c1nc2ccccc2o1	-3%	-8
O=C(C1CCCN(C2CC(=O)N(c3ccc(F)cc3)C2=O)C1)N1CCCC1 (stereo not drawn)	?	.
COC(=O)c1ccc(NC(CC(C)C)C(=O)OC)c([N+](=O)[O-])c1 (stereo not drawn)	?	.
CC(C)=CCc1c(O)ccc2c1OC(c1ccc(O)c(O)c1)CC2=O (stereo not drawn)	-5%	2
O=C(Nc1nncs1)c1cccc(S(=O)(=O)N2CCCCC2)c1	-3%	3
O=C(CCNC(=O)c1ccc([N+](=O)[O-])cc1)Nc1ccccc1N1CCCCC1	?	.
FC(F)(F)c1cccc(Cn2nnnc2-c2cc(Cl)cc(Cl)c2)c1	-17%	.
CN1CCN(S(=O)(=O)c2ccc(Oc3ccc(F)cc3Br)nc2)CC1	20%	7
O=C(Nc1cc(S(=O)(=O)N2CCOCC2)ccc1Cl)C1CCC1	?	.
O=c1[nH]c(-c2ccc(Cl)cc2)nc(=S)[nH]1	?	.
COc1ccc(CCNC(=O)C(=O)c2cn(CC(=O)N3CCOCC3)c3ccccc23)cc1	i	0
CC(C)C(NC(=O)c1ccc(C(C)(C)C)cc1)C(=O)OCC(=O)NC(=O)Cc1ccccc1 (stereo not drawn)	?	.
COc1ccccc1N=C1NC(=O)/C(=C/c2ccc(N(C)C)cc2)S1	10µM*	-22*
O=C(O)C1C2C=CC(C2)C1C(=O)NCc1ccccc1F (stereo not drawn)	13%	-5
CN(c1ccccc1)S(=O)(=O)c1ccc(Cl)c(C(=O)Nc2nn[nH]n2)c1	?	.
COc1ccc(S(=O)(=O)N(CC(=O)Nc2ccc3c(c2)OCO3)c2ccccc2OC)cc1	3%	-14
CC(=O)Nc1ccc(NC(=O)CSc2nnc(-c3cccs3)n2N)cc1	13%	16
CCS(=O)(=O)N1CCCC(C(=O)NCCCOC)C1 (stereo not drawn)	-2%	9
Nc1c(/C=C2/C=CC(=O)C(O)=C2)c(=O)nc2sc(CC(=O)N3CCCCC3)nn12	i	-20
CCC(=O)c1ccc(OCC(=O)Nc2ccccc2C(=O)NC2CC2)cc1	?	.
Cc1cc(C)c(NC(=O)c2cc(=O)c3ccccc3o2)c(C)c1	?	.
C/C(CC(=O)Nc1ccc2c(c1)OCCO2)=N\NC(=O)COc1ccccc1	?	.
Nc1nnc(N2CCCCCC2)s1	?	.
COc1cccc(NC(=O)NCCCSC2CCCCC2)c1	4%	4
CCOCCCn1cnc2c([nH]c3cc(OC)ccc32)c1=O	20%	-6
COc1ccc(/C(O)=C2\C(=O)C(=O)N(CCCN(C)C)C2c2ccccc2F)cc1Cl (stereo not drawn)	?	.
CCCCc1ccc(NC(=S)NCc2cccnc2)cc1	-3%	7
COc1cc(NC(=O)N[C@@H](Cc2ccccc2)C(=O)O)cc(OC)c1	1%	-3
CC(=O)N1CCN(CC(=O)Nc2c(Cl)ccc(C)c2Cl)CC1	?	.
O=C1CC(N2CCN(c3ccc(F)cc3)CC2)C(=O)N1c1ccccc1 (stereo not drawn)	?	.
COc1ccc(COc2cc(-c3cccc(OC)c3)nc3ccc(NC(=O)c4ccc(C)cc4)cc23)cc1	18%	12
O=C1NC2(CCCCC2)C(=O)N1Cc1cc(=O)n2ccsc2n1	?	.
Cc1nc2ccccn2c1CN(C)C(=O)C1CCC(=O)N(CCc2cccc(F)c2)C1 (stereo not drawn)	-9%	10
COC(=O)c1nc2n(n1)C(c1ccccc1OC)C1=C(CCCC1=O)N2 (stereo not drawn)	i	5
Cc1ccccc1NC(=O)CN(C)S(=O)(=O)c1ccc2c(c1)n(C)c(=O)c(=O)n2C	18µM*	13*
Cc1ccc(-c2ccc(=O)n(CC(=O)NCc3ccco3)n2)cc1	?	.
CCOc1ccc(C(=O)O/N=C(\N)c2ccc([N+](=O)[O-])cc2)cc1OCC	15%	-1
O=C(/C=C/c1ccc(Cl)cc1)NCc1ccco1	?	.
O=C(OCCc1cc2ccccc2c(=O)o1)c1cccs1	?	.
COc1ccc(-c2csc(N3C(=N)SCC3=O)n2)cc1	?	.
O=C(O)CCN1C(=O)C2C3c4ccccc4C(c4ccccc43)[C@@H]2C1=O (stereo partly drawn)	-5%	0
O=C(c1ccc(F)cc1)N(Cc1ccccc1)C1CCS(=O)(=O)C1 (stereo not drawn)	?	.
CCCOC(=O)c1[nH]c2c(c1C)C(=O)CC(c1ccc(OC)c(OC)c1)C2 (stereo not drawn)	?	.
CC1Sc2ccc(S(=O)(=O)CCC(=O)Nc3ccccn3)cc2NC1=O (stereo not drawn)	i	-2
COc1ccccc1C(=O)NC1CC(C)(C)NC(C)(C)C1	i	24
O=C(Nc1nccs1)C1CC(=O)N(CCc2ccc(F)cc2)C1 (stereo not drawn)	?	.
Cc1ccc(C)c(SCC(=O)c2ccc[nH]2)c1	?	.
Cc1cc(C)cc(Oc2ccc(N)cc2)c1	?	.

More records.
SMILES	Lipid storage S3	Lipid storage S3 cell count max
Cc1ccc2c(c1)C(c1ccc(F)cc1)N(C(=O)c1ccccc1Br)CC(=O)N2 (stereo not drawn)	-20%	-14
CCOC(=O)N1CCN(C(=O)CNC(=O)c2nn(-c3ccc(OC)cc3)c(=O)c3ccccc23)CC1	?	.
CCCOc1ccc(C(C)=O)cc1CC(C(=O)OCC)C(=O)OCC	0%	1
COc1cc2[nH]c(=S)n(C3CC3)c(=O)c2cc1OC	?	.
CC1=NN(c2nc(C)cc(C)n2)C(=O)C1CCC(C)C (stereo not drawn)	?	.
O=C(NCc1ccc2c(c1)OCO2)c1cccnc1	?	.
CN(CCOc1ccccc1)CC(=O)Nc1cccc(Br)c1	?	.
N#CCNC1CC(=O)N(c2ccc(F)cc2)C1=O (stereo not drawn)	-8%	16
O=C(NC1CCCC1)C1CCN(S(=O)(=O)c2cccc3cccnc23)CC1	16%	1
COc1cccc(C(=O)CN2CCN(S(=O)(=O)c3ccc(Br)cc3)CC2)c1	9%	-9
COc1ccc(-c2noc(CCC(=O)NCCN(C)Cc3ccccc3)n2)cc1	?	.
COc1ccccc1NC(=O)N(Cc1cccs1)Cc1cc2cc3c(cc2[nH]c1=O)OCO3	?	.
CCCCNC(=O)NNC(=O)c1ccco1	-31%	15
CCN(CC)CCC(c1ccc2c(c1)OCO2)c1c(OC)cc(OC)c2ccc(=O)oc12 (stereo not drawn)	7%	-3
Cc1cs/c(=N\N=C2CCCCC2)n1Cc1ccco1	?	.
CCc1ccc(S(=O)(=O)NCCc2cn3ccsc3n2)s1	?	.
O=C(NCc1nnc(SCC(=O)N2CCN(c3ccccc3)CC2)o1)c1ccc(F)cc1	i	-28
O=C(Cn1nc(C(F)(F)F)c2c1CCC2)NCc1ccc(F)cc1	24%	6
COC(=O)CN(c1ccccc1)S(=O)(=O)c1cc(Br)ccc1OC	6%	2
Cc1ccnc(SCc2cc(=O)c(OC(=O)c3ccc(Br)o3)co2)n1	15%	2
CC(=O)c1ccc(NC(=O)CCCN2C(=O)COc3ccc(C)cc32)cc1	i	.
CSC(=CC(=O)c1ccc(F)cc1)SC	13%	13
CCOC(=O)c1ccc2c(c1)n(CC)c(C)[n+]2CC	8%	16
O=C(C1CCN(S(=O)(=O)N2CCC3(CC2)OCCO3)CC1)N1CCCCC1	?	.
CC(OC(=O)Cc1c[nH]c2ccccc12)C(=O)NC1CCCCC1C (stereo not drawn)	?	.
Cc1cc(NC(=O)CSc2nc3ccsc3c(=O)n2Cc2ccccn2)n[nH]1	15%	16
CCN1C(=O)c2cccc3c(S(=O)(=O)Nc4ccc(OC)cc4OC)ccc1c23	?	.
COc1ccc(CNC(=O)C(=O)NCC2OCCCN2S(=O)(=O)c2cccs2)cc1 (stereo not drawn)	?	.
N#Cc1ccsc1NC(=O)CN1CCCCC1	7%	6
COc1ccc(CCNCC(=O)Nc2ccc(C)c(S(=O)(=O)N(C)C)c2)cc1	?	.

Rewritten with values under each structure: 15 of the compounds above.
Fields – Lipid storage S3	Lipid storage S3 cell count max
> CCCCNC(=O)NNC(=O)c1ccco1
  -31%	15
> CCN(CC)CCC(c1ccc2c(c1)OCO2)c1c(OC)cc(OC)c2ccc(=O)oc12 (stereo not drawn)
  7%	-3
> Cc1cs/c(=N\N=C2CCCCC2)n1Cc1ccco1
  ?	.
> CCc1ccc(S(=O)(=O)NCCc2cn3ccsc3n2)s1
  ?	.
> O=C(NCc1nnc(SCC(=O)N2CCN(c3ccccc3)CC2)o1)c1ccc(F)cc1
  i	-28
> O=C(Cn1nc(C(F)(F)F)c2c1CCC2)NCc1ccc(F)cc1
  24%	6
> COC(=O)CN(c1ccccc1)S(=O)(=O)c1cc(Br)ccc1OC
  6%	2
> Cc1ccnc(SCc2cc(=O)c(OC(=O)c3ccc(Br)o3)co2)n1
  15%	2
> CC(=O)c1ccc(NC(=O)CCCN2C(=O)COc3ccc(C)cc32)cc1
  i	.
> CSC(=CC(=O)c1ccc(F)cc1)SC
  13%	13
> CCOC(=O)c1ccc2c(c1)n(CC)c(C)[n+]2CC
  8%	16
> O=C(C1CCN(S(=O)(=O)N2CCC3(CC2)OCCO3)CC1)N1CCCCC1
  ?	.
> CC(OC(=O)Cc1c[nH]c2ccccc12)C(=O)NC1CCCCC1C (stereo not drawn)
  ?	.
> Cc1cc(NC(=O)CSc2nc3ccsc3c(=O)n2Cc2ccccn2)n[nH]1
  15%	16
> CCN1C(=O)c2cccc3c(S(=O)(=O)Nc4ccc(OC)cc4OC)ccc1c23
  ?	.

Continued.
SMILES	Lipid storage S3	Lipid storage S3 cell count max
Cc1nc2cc(C(=O)N3CCN(C)CC3)ccc2n1C	?	.
O=C(NCCCN1CCCC1=O)Nc1ccccc1Cl	i	8
COc1ccc(NC(=O)Cn2c(=O)n(-c3ccccc3)c(=O)c3oc4ccccc4c32)c(OC)c1	?	.
CCCCSc1[nH]c(=O)c(C(=O)OCC)cc1C#N	i	20
Cc1ccc(NC(=O)CCCCCN2C(=O)[C@@H]3Cc4ccccc4CN3C2=O)cc1	?	.
c1ccc2c(c1)CCCn1nnnc1-2	-12%	0
CCOc1ccc(C(=O)CCC(=O)NCC(=O)Nc2c(C)cccc2C)cc1	?	.
CCCCOc1ccc(C(=O)Nn2c(-c3cccs3)nc3ccccc3c2=O)cc1	20%	.
COC(=O)c1sc(SC)c(S(=O)(=O)C(C)C)c1N	2%	23
O=C(C1CCCO1)N1CCN(C(=S)Nc2cc(F)cc(F)c2)CC1 (stereo not drawn)	?	.
COc1cccc(C(=O)Oc2cc(N)n(S(=O)(=O)c3ccc(C)cc3)n2)c1OC	?	.
O=C1CN(/N=C/c2ccc([N+](=O)[O-])o2)C(=O)N1	?	.
Cc1cc(NC(=O)CSc2nnc(CNc3cccc(C(F)(F)F)c3)n2Cc2ccco2)no1	?	.
COc1ccc(CC(=O)Nc2ccccc2N2CCCC2)cc1	-8%	0
O=C(c1nc2ccccc2s1)N1CCSCC1	i	5
Cc1ccc(NC(=O)c2cc(S(=O)(=O)N3CCCC3)cn2C)cc1	12%	1
CC(NC(=O)COc1ccccc1)C(=O)N1CCN(c2ccccc2)CC1 (stereo not drawn)	?	.
Cc1cccc(N(O)C(=O)Nc2cccc(Cl)c2)c1	?	.
COc1ccc(C(C(=O)NC(C)(C)C)N(CCc2ccccc2)C(=O)CCC(=O)Nc2cc(C)on2)cc1 (stereo not drawn)	?	.
O=C(COc1coc(CN2CCN(c3ccccc3)CC2)cc1=O)N1CCc2ccccc21	-20%	.
COc1ccc(Cc2nc(-c3cccs3)no2)cc1	1%	0
CC(=O)c1ccc(N2CCN(C(=O)c3ccc4nc[nH]c4c3)CC2)cc1	?	.
CCO[C@@H]1OC(C(=O)N2CCN(C)CC2)=C[C@H](c2csc3ccccc23)[C@H]1CCCO	-22%	0
Cc1ccc(S(=O)(=O)N2CCN(C(=O)COc3ccc(-c4nnco4)cc3)CC2)cc1	26%	1
O=C(NC1CCN(C(=O)Nc2cccc(F)c2)CC1)C1CCCCC1	-2%	5
O=C(N/N=C/c1cccc([N+](=O)[O-])c1)C1CC(=O)N(c2ccc(F)cc2)C1 (stereo not drawn)	18%	-3
CCC1CCCCN1S(=O)(=O)c1ccc(C(=O)Nc2nnc(C3CC3)o2)cc1 (stereo not drawn)	?	.
Cn1cc(S(=O)(=O)CC(=O)N2CCc3ccccc32)c2ccccc21	-18%	-14
COc1cccc(-n2c(Cc3cc(=O)[nH]c(=O)[nH]3)nnc2SCC(=O)NC2CCCC2)c1	?	.
CC1(C)CC(=O)N(c2cc(Cl)ccc2Cl)C(=O)C1	-4%	12
Cc1nc2ccccc2c2c1CC(C(C)(Cl)Br)O2 (stereo not drawn)	?	.
O=C(O)c1ccc(CN2C(=O)c3ccccc3S2(=O)=O)cc1	?	.
CCOc1ccc(NC(=O)CSc2nc(=O)n(CCCN3CCOCC3)c3c2CCC3)cc1	?	.
COC(=O)Nc1sc2c(c1C(=O)N1CCOCC1)CCC(C)C2 (stereo not drawn)	?	.
Cc1csc(NC(=O)CS(=O)(=O)Cc2ccccc2)n1	?	.
Cc1cc(-c2csc3ncnc(N4CCN(C)CC4)c23)cc(C)c1C	?	.

From PubChem BioAssay
